Screening data (PubChem BioAssay)
NPYLR7 ag: mosquito NPYLR7 agonism; HEK293T NPYLR7/Galpha15, GCaMP6s calcium fluorescence; activation, % at 10 µM; AID 1259423; 270,000 tested, 0.15% active; in the data active = activation above about 40%;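 also: 0% = vehicle and 100% = reference agonist at the receptor; some compounds past the cut are filed as inactive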
hcGAS inh: human cGAS inhibition; Q8N884; recombinant h-cGAS, ATP depletion, Kinase-Glo luminescence; inhibition, % at 12.5 µM; 290,000 tested, 0.081% active; AID 1259398;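 also: 0% = vehicle reaction and 100% = reaction without DNA for no activity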
Target sequence (Q8N884 whole entry, looked up): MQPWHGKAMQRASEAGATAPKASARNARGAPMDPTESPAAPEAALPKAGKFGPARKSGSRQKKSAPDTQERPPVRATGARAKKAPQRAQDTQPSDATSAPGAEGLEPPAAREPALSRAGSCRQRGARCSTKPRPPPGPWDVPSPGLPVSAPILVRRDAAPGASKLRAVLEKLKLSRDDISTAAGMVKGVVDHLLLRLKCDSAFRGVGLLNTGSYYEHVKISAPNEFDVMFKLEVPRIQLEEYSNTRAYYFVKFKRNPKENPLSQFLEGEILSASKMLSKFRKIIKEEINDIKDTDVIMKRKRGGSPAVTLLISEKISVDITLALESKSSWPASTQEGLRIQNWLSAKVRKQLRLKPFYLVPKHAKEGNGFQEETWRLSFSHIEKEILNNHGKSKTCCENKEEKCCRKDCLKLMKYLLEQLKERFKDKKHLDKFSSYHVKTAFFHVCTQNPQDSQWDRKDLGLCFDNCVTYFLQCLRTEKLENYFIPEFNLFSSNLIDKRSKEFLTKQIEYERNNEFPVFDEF
mcGAS lum: mouse cGAS inhibition by luminescence; recombinant cGAS, Kinase-Glo ATP depletion luminescence; inhibition, % at 12.5 µM; 160,000 tested, 0.15% active; AID 1259399;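 also: 0% = negative control wells and 100% = reference inhibitor with no enzyme activity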
* hit, by the source's call; · = no result given; & = joins results of further samples. Rule as the data show it, unless noted: active = inhibition above about 40%; inactive = the rest.

SMILES | NPYLR7 ag | hcGAS inh | mcGAS lum
O=c1c([N+](=O)[O-])c(N2CCN(Cc3ccc(F)cc3)CC2)c2ccccc2n1-c1ccccc1 | 15 | -6 | ·
O=C1c2nc(Nc3ccncc3)ccc2CN1C1(C(=O)NCc2ccccc2)CC1 | 5 | -12 | ·
COCCOC(=O)C1C(=N)OC2=C(C(=O)CC(C)(C)C2)C1c1cccnc1 (stereo unspecified) | 16 | -2 | -3
Cc1occc1C(=O)Nc1nnc(C2CCCCC2)s1 | 10 | -7 | ·
CCc1nc2ccc(C(=O)Nc3cccc(NS(C)(=O)=O)c3)cn2c1N(CC)CCOC | -10 | -2 | 1
CN(CCCCN1CCOCC1)C(=O)C1CCCN1C(=O)C1CCCCC1 (stereo unspecified) | · | -12 | -12
CC(C)c1ccccc1OC1CC2CCC(C1)N2C(=O)c1ccc(CSc2nc(-c3ccccc3)cs2)cc1 (stereo unspecified) | 6 | -14 | -8
CC#CC(=O)N1CCCC(CCC(=O)NCc2ccc(F)c(F)c2)C1 (stereo unspecified) | 24 | -12 | ·
CC(NS(=O)(=O)Cc1ccccc1)c1ccccc1F (stereo unspecified) | -1 | -13 | ·
CN(C)CCN(Cc1c(-c2ccccc2)noc1N(C)C1CCCCC1)C(=O)c1cccs1 | 7 | -4 | -6
O=C(NCC(CCO)c1ccccc1)c1cc(F)c(F)c(F)c1 (stereo unspecified) | 1 | -13 | ·
CCOC(=O)c1ccc(NC(=O)Cn2cccc(-c3nc(-c4ccc(C)cc4)no3)c2=O)cc1 | 2 | -6 | -7
COC(=O)c1cccc(S(=O)(=O)NC2CCC(C(F)(F)F)CC2)c1 (stereo unspecified) | 12 | -9 | -7
N=C1/C(=C/c2ccccc2)C(=O)N=C2SC(c3ccccc3)=NN12 | 0 | 20 | ·
CCOC(=O)c1nn(CC(C)C)c2c1CN(C(=O)c1csc(-c3cccs3)n1)CC2 | 7 | -2 | -5
Cc1sc(=NC(=O)c2ccccc2F)n(C(C)C(=O)NC(C)C)c1C (stereo unspecified) | · | -8 | -7
COCCN(CC(=O)N(Cc1ccccc1)Cc1ccco1)C(=O)Nc1cccc(C#N)c1 | -3 | -2 | -5
CCCc1nnc(SCc2ccc(OCCC(C)C)cc2)n1N | -10 | -7 | ·
COC(=O)C1CCCCN1Cc1nc(-c2cc3c(cc2Cl)OCO3)oc1C (stereo unspecified) | 6&6 | -7&-5 | ·
O=c1c2nc(N3CCCC3)sc2c(-c2ccccc2)nn1CCc1ccccc1 | -5 | -6 | -9
O=C(CNc1ccccc1N1CCCCC1)Nc1ccc(Br)cc1 | 1 | -9 | ·
CS(=O)(=O)c1ccc(-c2c(-c3ccccc3)ncn2CCCO)cc1 | 3 | -5 | ·
CC(=O)Nc1ccc(S(=O)(=O)Oc2ccccc2CN(Cc2ccco2)C(=O)c2cccc(F)c2)cc1 | 1 | -4 | -4
C#CCOCC(O)CN(CCC)Cc1c(-c2ccccc2)noc1N1CCSCC1 (stereo unspecified) | 4 | -5 | -6
CC(C)(NC(=O)C1=NOC(c2ccccc2)C1)c1ccc(F)c(F)c1 (stereo unspecified) | 26&3 | -8&-6 | -4
COCCN(Cc1ccc(OS(=O)(=O)c2ccc(OC)cc2)cc1)C(=O)NC(C)(C)C | 3 | 4 | 1
Cc1cc(NC(=O)CSc2nc3ccccc3c(=O)n2C2CCCC(C)C2C)on1 (stereo unspecified) | 0 | -6 | ·
Cc1cc(-n2c(C)cc(C(=O)Cn3cnc4sc(C)c(C)c4c3=O)c2C)no1 | 4 | 0 | ·
CC(C)Cc1nc(CCn2cnnn2)n(CC2CCCCC2)n1 | · | -17 | -6
CC(C)NC(=O)COc1ccc(N(C)S(=O)(=O)c2ccc(Br)cc2)cc1 | -2 | -9 | ·
COC[C@H]1CCCN1C(=O)CC(=O)Nc1cc(C)cc(C)c1 | 8 | -3 | ·
CCCc1[nH]n(C)c(=O)c1C1=C(N2CCOCC2)C(=O)N(c2ccc(F)cc2)C1=O | · | -2 | -9
CC/C(Cc1ccccc1)=N/NC(=O)Cn1cnc([N+](=O)[O-])n1 | -11 | -1 | -1
CCOC(=O)C(C#N)=Cc1cn(CCC#N)nc1-c1ccc(Br)cc1 | 6 | -2 | ·
Cc1ccc2nc(CNC3CCCc4ccccc43)cc(=O)n2c1 (stereo unspecified) | 2&12 | -12&-6 | -10&-4
O=C(NCCn1nc(-c2cccs2)ccc1=O)c1cccc(C(F)(F)F)c1 | 1 | 6 | -7
Cc1ccc(Cc2nsc(N3CCN(C(=O)C(C)(C)CCl)CC3)n2)cc1 | -11 | -4 | -5
CC(=O)Nc1cccc(-c2ccc3c(c2)CCC3=O)c1 | -4 | 2 | 3
C=CCCC(O)(CCC=C)c1ccc(CN(CCOC)Cc2ccc(OC)c(OC)c2)o1 | 3 | -2 | -3
CCCc1c(C(=O)N2CCOCC2)cnn1-c1ccccc1Cl | · | -4 | -4

An excerpt from above, showing only hcGAS inh:
Compound	hcGAS inh
CC/C(Cc1ccccc1)=N/NC(=O)Cn1cnc([N+](=O)[O-])n1	-1
CC(=O)Nc1ccc(S(=O)(=O)Oc2ccccc2CN(Cc2ccco2)C(=O)c2cccc(F)c2)cc1	-4
COC[C@H]1CCCN1C(=O)CC(=O)Nc1cc(C)cc(C)c1	-3
CC(C)NC(=O)COc1ccc(N(C)S(=O)(=O)c2ccc(Br)cc2)cc1	-9

More results follow.
SMILES | NPYLR7 ag | hcGAS inh | mcGAS lum
Cc1ccc(-c2nc(C=Nc3cccc(F)c3)c(O)o2)cc1 | -4 | 1 | ·
COC(=O)c1ccc(COC(CN2CCN(C(=O)NCc3ccccc3Cl)CC2)c2ccc(Cl)cc2)cc1 (stereo unspecified) | · | -3 | -4
O=C1NC(=O)C(=Cc2ccc(Cl)cc2)N1 | 0 | 0 | 2
CCCCc1ccc(C(=O)N(CCCC)CC(=O)Nc2cc(-c3ccccc3)nn2-c2ccc(C)cc2C)cc1 | · | -2 | -3
CN(CCCN1CCC(C(=O)NC(c2ccccc2)c2ccsc2)CC1)S(C)(=O)=O (stereo unspecified) | -3 | -1 | -1
c1ccc(Cc2cc(C3CCN(Cc4cc5n(n4)CCNC5)CC3)n[nH]2)cc1 | 7 | -4 | ·
CCN(CC)c1cc(-c2ccccc2)nc(SCc2ccc(C(=O)NCCN3CCOCC3)o2)n1 | 13 | -4 | -5
Cc1cc(S(=O)(=O)N2CCCN(C(N)=O)CC2)ccc1OC(C)C | 8 | -6 | ·
CC1CN=C(N2CCN(C(=O)Nc3nc(C4CC4)cs3)CC2)S1 (stereo unspecified) | 4 | -5 | ·
Cc1ccc(Cn2c(C)c(C(=O)NCCC#N)sc2=O)cc1 | 13 | -7 | ·
Cc1ccc(-n2c3c(c(=O)[nH]c2=O)C(NS(=O)(=O)c2ccc(C)cc2)(C(F)(F)F)C(=O)N3)cc1 (stereo unspecified) | -8 | -6 | ·
O=[N+]([O-])c1cc(Cl)cc(C=NNc2ccnc3cc(Cl)ccc23)c1O | -2 | -30 | -3
CCN(C(=O)C1CCCO1)c1ccccc1 (stereo unspecified) | 10 | -3 | ·
COc1cccc(C(=O)N(CCN2CCOCC2)Cc2nccn2Cc2ccccc2C(F)(F)F)c1 | 5 | -4 | -9
COc1cc(OC)cc(C(=O)Nc2ccc(-c3nc4ccccc4o3)cc2)c1 | 1 | -3 | -4
O=C(c1ccccc1NCCCC1CCCC1)N1CCCC(O)C1 (stereo unspecified) | -1 | -6 | -13
O=C(Cc1ccccc1)N1CCCC(OCc2ccc(Br)cc2)C1 (stereo unspecified) | -8 | -4 | -4
O=C(Nc1ccc(-c2ccn[nH]2)cc1)C1CCCN(Cc2cc3c(cc2Cl)OCO3)C1 (stereo unspecified) | 0 | -4 | ·
O=C(Cn1cnc(-c2ccccc2)cc1=O)N1CCc2ccccc21 | 9 | -7 | ·
O=C(NCc1nc(C(F)(F)F)cs1)c1cc(F)cc2[nH]cnc12 | 10 | -7 | ·

Gathered by group: the compounds so far with an aryl thioether with sulfur outside any ring (4)
SMILES | NPYLR7 ag | hcGAS inh | mcGAS lum
CC(C)c1ccccc1OC1CC2CCC(C1)N2C(=O)c1ccc(CSc2nc(-c3ccccc3)cs2)cc1 (stereo unspecified) | 6 | -14 | -8
CCCc1nnc(SCc2ccc(OCCC(C)C)cc2)n1N | -10 | -7 | ·
Cc1cc(NC(=O)CSc2nc3ccccc3c(=O)n2C2CCCC(C)C2C)on1 (stereo unspecified) | 0 | -6 | ·
CCN(CC)c1cc(-c2ccccc2)nc(SCc2ccc(C(=O)NCCN3CCOCC3)o2)n1 | 13 | -4 | -5

Remaining list, next part:
SMILES | NPYLR7 ag | hcGAS inh | mcGAS lum
CN(C1=CC(=O)CC(C)(C)C1)c1ccccc1 | -4 | 6 | ·
O=C1CC2(CCN(C(=O)CC(c3ccccc3)c3ccccc3)CC2)CN1 | 5 | -3 | -13
CCOC(=O)c1nn(-c2ccccc2)c(=O)cc1OS(=O)(=O)c1ccc(F)cc1F | 5 | -9 | -6
O=C1NC(Cc2ccc(F)cc2)(C2CCNCC2)C(=O)N1Cc1cncs1 (stereo unspecified) | 8 | -7 | ·
O=C(NCCC1=CCCCC1)Nc1ccn(CCN2CCOCC2)n1 | 18 | -8 | -17
CC(C)(C)c1ccc2oc(-c3ccc(NC(=O)c4cccc(I)c4)cc3)nc2c1 | -8 | -1 | -4
COc1ccc(C2=C(C)N([O-])C(C)(C)[N+]2=O)cc1 | 5 | -6 | ·
CCOC(=O)CCCCCC(=O)Nc1cc(-c2onc3c2CCCC3)ccc1C | 21 | -5 | -4
COCCCN(Cc1c(-c2ccccc2)noc1N1CCOCC1)C(=O)c1ccc(Cl)cc1 | · | -3 | -7
COc1ccc2[nH]cc(CCNC(=O)c3ccccc3Cl)c2c1 | 15 | -1 | -3
Cc1c(C(=O)NC(C)CCc2ccccc2)cc(-c2ccc(Cl)cc2)n1-c1ccc(F)cc1 (stereo unspecified) | 2 | -2 | -3
O=C(c1ccc(Br)cc1)N1CCC2(CC1)SCCN2C(=O)C1CCCC1 | · | -15 | -6
Cc1ccn2c(=O)nc(SCC(=O)N3CCc4ccccc43)nc2c1 | 3 | -4 | -5
COc1ccc(C(N)=O)c(OS(=O)(=O)c2cccc(OC(F)(F)F)c2)c1 | 11 | -7 | -7
CC(C)(C)NC(=O)[C@@H]1CCCC[C@@H]1C(=O)NCCN1CCOC1=O | 19 | -4 | -16
CC(=O)COC(=O)c1ccccc1Sc1nc(Cl)cs1 | 6 | -12 | ·
CC(=O)N(Cc1cccc(F)c1)Cc1cc(N)ccc1N(C)C | -2 | -4 | ·
CCC(NC(=O)Nc1ccc(-c2csnn2)cc1)c1nccs1 (stereo unspecified) | 7 | -7 | ·
CC(=O)N1c2ccccc2N=C2CC(C)(C)CC(=O)C2C1c1cccc([N+](=O)[O-])c1 (stereo unspecified) | 1 | -3 | -7
Cc1ccccc1Cn1c(=O)c2c(nc3oc(C(C)(C)C)cn32)n(C)c1=O | -5 | -4 | ·
Cc1cc2[nH]c(=O)cc(-c3ccccc3)n2n1 | 3 | -3 | -7
O=c1[nH]c2ccccc2c(=O)n1CC1CCN(c2ccccc2)C1 (stereo unspecified) | 1 | -4 | ·
Cc1nc2ccccn2c1C(=O)N(Cc1cccn1C)C1CC1 | 7 | -10 | ·
C=CCNCC(=O)N(Cc1ccc2c(c1)OCO2)Cc1sccc1C | 3 | -6 | -6
O=C(c1cc[nH]c(=O)c1)N1CCc2ccc(F)cc21 | 2 | -5 | ·
O=C(Cc1cn2ccsc2n1)NN=C1CCCCCCCCCCC1 | 5 | -17 | -8
Cc1c(C(=O)O)sc2nc(CN3CCCC3)[nH]c(=O)c12 | 4 | -5 | ·
CN(C)c1ncccc1N(C)S(=O)(=O)c1ccc(C#N)cc1 | 6 | -10 | -16
CCCCc1nc(N2CCN(C(=O)NCc3ccccc3)CC2)c2c(-c3ccc4ccccc4c3)noc2n1 | -7 | 3 | 1
COCCN1C(=O)N(C(C)C)C(=O)C12CCN(Cc1ccc(OC)cc1)CC2 | 21 | -20 | -9
OCCC1CSCCN1c1ncnc2cc(F)c(F)cc12 (stereo unspecified) | 3 | -6 | ·
COc1ccc(-c2c3c(nc4sc(C(=O)Nc5ccc(F)cc5)c(N)c24)CC(C)(C)CC3=O)cc1 | 9 | -7 | -7
C[C@@H]1CN(C(=O)CNC(=O)c2ccc(NC3OC(C4COC(C)(C)O4)[C@@H]4OC(C)(C)O[C@H]34)cc2)C[C@H](C)O1 (stereo partly specified) | -8 | 0 | -3
Fc1cccc(-c2nc3c(N4CCOCC4)nccc3[nH]2)c1 | -4 | -4 | -7
COc1ccc(NC(=O)CCSc2ccc(Cl)cc2)cc1S(=O)(=O)N1CCOCC1 | 1 | -3 | ·
CCCNC(=O)C(C)S(=O)Cc1cccc(F)c1 (stereo unspecified) | 10 | -11 | ·
COc1ccc2c(c1OC)CN(C(=O)c1ccccc1OCc1cccnc1)CC2 | 2 | -1 | ·
Cc1ccc(NC(=O)NCCNc2ccc(Nc3ccncc3)nn2)cc1 | 12 | -8 | ·
Cc1nnc(CCNC(=O)c2ccccc2C2CCNC2)s1 (stereo unspecified) | -6 | -8 | ·
CCc1ccc(C(=O)N2CCN(c3cc(Oc4ccc(F)cc4F)ncn3)CC2C)cc1 (stereo unspecified) | -4 | 7 | 1
COc1cn(CC(=O)Nc2cccc(C)c2C)c(CSc2ncccn2)cc1=O | -4 | -8 | -8
CCN1CCN(C(=O)c2cc(-c3ccccc3F)n3nc(C(C)(C)C)cc3n2)CC1 | -11 | 3 | -1
O=C(CCN1CCCO1)N1CCOC(CC(c2ccccc2)c2ccccc2)C1 (stereo unspecified) | 11 | -11 | ·

3 compounds already listed, arranged by molar mass, descending.
SMILES | NPYLR7 ag | hcGAS inh | mcGAS lum
COc1ccc(-c2c3c(nc4sc(C(=O)Nc5ccc(F)cc5)c(N)c24)CC(C)(C)CC3=O)cc1 | 9 | -7 | -7
CCc1ccc(C(=O)N2CCN(c3cc(Oc4ccc(F)cc4F)ncn3)CC2C)cc1 (stereo unspecified) | -4 | 7 | 1
COc1cn(CC(=O)Nc2cccc(C)c2C)c(CSc2ncccn2)cc1=O | -4 | -8 | -8
